T cell HTS: T cell immune modulation candidate | 2C CD8+ T cell-vesicle binding, flow cytometry; stronger effect = lower value | calls only at 7 µM | actives 0.068% (n = 330,000);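 active = response, share of CD8 T cells binding vesicles, and their 90th percentile fluorescence all below set limits, cut at about 80% in these data, passing the limit was not always enough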
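Test system: purified 2C TCR transgenic mouse naive CD8+ T cells. Probe or stimulus: QL9-peptide-loaded Drosophila micro-vesicles bearing Ld, ICAM-1 and B7-1. Incubation: binding step 1.5 h, 37 °C, antibody labelling 20 min, ice. Measured by: flow cytometry of vesicle-bound cells.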
T cell HTS vesicle-bound %: second read-out of T cell HTS, no call of its own (marks repeat the call); double positive events, %; measured here: CD8+ vesicle-bound cell fraction;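 binding gate set so that unloaded-vesicle control wells show 10% double positive cells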
The depositor's hits bear a star; i = inactive. The list is partial, so the mix of outcomes need not match the whole.

SMILES	T cell HTS	T cell HTS vesicle-bound %
CCOc1cc2c(cc1OCC)C(c1ccc(F)cc1)NCC2 (stereo unspecified)	i	30
Cc1ccc(S(=O)(=O)N2CCN(C(=O)COC(=O)c3cc([N+](=O)[O-])ccc3NCCO)CC2)c(C)c1	i	51
NC1=NC[C@@H](Cc2ccc(O)cc2)N1CCC12CC3CC(CC(C3)C1)C2	i	17
CCc1sc(C(=O)Nc2cc(S(=O)(=O)N3CCOCC3)ccc2OC)cc1C	i	54
CCN(CC(=O)Nc1cc(Cl)ccc1C)C(=O)Cc1ccsc1	i	36
Cc1cc(=O)n(CCCc2ccccc2)[nH]1	i	26
COc1cc(/C=C(\C#N)C(=O)Nc2cccc(C(=O)O)c2)ccc1OCc1ccc(Cl)cc1	i	29
COc1ccc(CCC(=O)NCCS(=O)(=O)N2CCN(c3ccc(F)cc3)CC2)cc1	i	29
COc1ccc(N2CCN(C(=O)c3cccc(S(=O)(=O)N4CCOCC4)c3)CC2)cc1	i	35
O=C(COc1ccccc1F)Nc1nc(-c2ccccn2)cs1	i	29
O=C(COC(=O)c1cnc(Cl)c(Cl)c1)NC1CCCCCC1	i	39
O=C(O)/C(=C\c1ccc2ccccc2c1)c1cccc2ccccc12	i	39
CC(NC(=O)c1ccco1)C(=O)N1CCN(c2cccc(C(F)(F)F)c2)CC1 (stereo unspecified)	i	14
CC(OC(=O)c1ccc(Cl)nc1)C(=O)NC1CCCC1 (stereo unspecified)	i	40
CC1CN(S(=O)(=O)c2cc(C(=O)N(C)Cc3cccs3)ccc2Cl)CC(C)O1 (stereo unspecified)	i	38
O=C(NCCc1ccccc1)c1cnc(Cl)c(Cl)c1	i	48
COc1ccc(S(=O)(=O)N2CCOCC2)cc1C(=O)NCc1ccccc1CN1CCCC1	i	47
COc1cc(/C=N/NC(=O)c2cccc(S(=O)(=O)N3CCCC3)c2)ccc1O	i	39
CCOc1ccc(C(=O)OC(C)C(=O)N2CCN(Cc3ccccc3)CC2)cc1 (stereo unspecified)	i	53
CN(C(=O)COC(=O)C1(C)CC1(Cl)Cl)c1c(N)n(Cc2ccccc2)c(=O)[nH]c1=O (stereo unspecified)	i	45
O=C(Nc1ccc(S(=O)(=O)N2CCOCC2)cc1)c1ccccc1F	i	46
COc1ccc([C@@H]2[C@@H]3C(=O)N(C(C)(C)C)C(=O)[C@@H]3[C@]3(Cc4ccc(Cl)cc4)C(=O)N(c4ccc(OC)cc4)C(=O)N23)cc1	i	45
O=C(NCc1ccc2c(c1)OCO2)c1c(-c2ccccc2)sc2ccccc12	i	18
O=C(NCCCN1CCCC1=O)C1CCN(S(=O)(=O)c2ccccc2)CC1	i	44
Cc1c(Cc2ccccc2)c(=O)oc2c(C)c(OC(C)C(=O)NCC3CCC(C(=O)O)CC3)ccc12 (stereo unspecified)	i	3

Not a retest: four of the compounds above.
SMILES	T cell HTS	T cell HTS vesicle-bound %
CCN(CC(=O)Nc1cc(Cl)ccc1C)C(=O)Cc1ccsc1	i	36
Cc1cc(=O)n(CCCc2ccccc2)[nH]1	i	26
COc1cc(/C=C(\C#N)C(=O)Nc2cccc(C(=O)O)c2)ccc1OCc1ccc(Cl)cc1	i	29
COc1ccc(CCC(=O)NCCS(=O)(=O)N2CCN(c3ccc(F)cc3)CC2)cc1	i	29

Next compounds follow.
SMILES	T cell HTS	T cell HTS vesicle-bound %
O=C(NCCc1ccccc1)c1ccc(S(=O)(=O)N2CCCC2)cc1	i	35
COc1ccc(C(=O)OCC(=O)Nc2ncc([N+](=O)[O-])s2)cc1OC	i	26
Cc1cc(S(=O)(=O)N2CCCCC2CCNC(=O)C(=O)NCc2cccnc2)ccc1F (stereo unspecified)	i	56
CCOc1ccccc1C(=O)OCC(=O)NCCc1ccc(OC)cc1	i	39
COc1cccc(N2CCN(C(=O)c3cc4ccc(OC)cc4[nH]3)CC2)c1	i	32
CC(C)CC1Nc2ncnc(N3CCOCC3)c2N(Cc2ccc(Br)cc2)C1=O (stereo unspecified)	i	30
Cc1ccc(C(=O)NCc2ccc3c(c2)OCO3)cc1C	i	64
COC(=O)[C@H](Cc1ccccc1)NC(=O)c1ccc2ccccc2n1	i	27
Cc1ccc2nc(SCC(=O)Nc3ccc(F)cc3)nc(=O)n2c1	i	53
O=C(NCC(=O)N1CCc2ccccc2C1)c1ccccc1Cl	i	54
Cc1noc(C)c1CSCC(=O)Nc1cc(S(=O)(=O)N2CCOCC2)ccc1OC(C)C	i	38
Cc1ccc(S(=O)(=O)N(C)CC(=O)NNC(=O)CCS(=O)(=O)c2ccccc2)cc1	i	26
COc1ccc(S(=O)(=O)N2CCOCC2)cc1NC(=O)CCNC(=O)c1ccc(Br)cc1	i	29
CN(CC(=O)NC(=O)NC1CCCCC1)CC(=O)Nc1ccc(OC(F)(F)F)cc1	i	22
CN(CC(=O)Nc1c(Cl)cccc1Cl)C(=O)c1cc(S(=O)(=O)N(C)C)ccc1N1CCCC1	i	34
O=C(CCNS(=O)(=O)c1ccccc1)NNC(=O)c1cccc(Cl)c1	i	43
CN(CC(=O)Nc1ccccc1C(F)(F)F)C(=O)c1cc(-c2cccs2)nn1-c1ccccc1	i	22
CCN(C(=O)COC(=O)c1ccco1)c1cccc2ccccc12	i	53
COc1cc2c(-c3cc(F)cc(F)c3)c(-c3ccsc3)oc(=O)c2cc1OC	i	35
COC(=O)C1=C(C)N(Cc2ccccc2)C(=NCc2ccccc2)N[C@H]1c1cccc(C(F)(F)F)c1	i	25
CN1CCN(S(=O)(=O)c2cccc(C(=O)NCCC3=CCCCC3)c2)CC1	i	50
Cc1nnc(SCC(=O)N(CCC#N)c2ccc3c(c2)OCCO3)s1	i	41
Cc1ccn2c(=O)nc(SCC(=O)c3ccc(Cl)cc3)nc2c1	i	57
CC(=O)c1ccc(N2CCN(CC(=O)Nc3ccccc3C(=O)NC3CC3)CC2)c(F)c1	i	34
O=C(COc1cccc(C(F)(F)F)c1)Nc1nnc(C2CC2)s1	i	27
SMILES	T cell HTS	T cell HTS vesicle-bound %
NC(=O)c1ccc(NC(=O)CN2CCN(Cc3ccccc3)CC2)cc1	i	48
Cc1ccc([C@H]2C(C(=O)O)=CC[C@@H](c3ccc(Cl)cc3)N2S(=O)(=O)c2ccc(C)cc2)cc1	i	10
CC(C)(CC(=O)O)CC(=O)N1CCN(c2cc(C(F)(F)F)nc3ccccc23)CC1	i	38
O=C(CSc1ccccn1)Nc1ccc2[nH]c(=O)[nH]c2c1	i	25
CSc1cccc(Nc2ccc(S(=O)(=O)N3CCOCC3)cc2[N+](=O)[O-])c1	i	5
CCCCCC(=O)Nc1cccc(S(=O)(=O)NC2=NCCCCC2)c1	i	48
CCCCN(C(=O)c1ccc(COc2ccccc2)o1)c1c(N)n(CC(C)C)c(=O)[nH]c1=O	i	31
CCC(C)CCN1C(N(C)C)=NC[C@@H]1Cc1ccccc1 (stereo partly specified)	i	32
CC(=O)Nc1ccc(C(=O)OCC(=O)N2CCCC2=O)cc1	i	45
Cc1ccc(NC(=O)COC(=O)C2CC2)cc1Cl	i	27
O=C(CN1C(=O)NC(c2ccccc2)(c2ccccc2)C1=O)NCCc1ccc(F)cc1	i	37
CN(CC(=O)Nc1ccccc1C(F)(F)F)C(=O)CCc1nc2ccccc2c(=O)[nH]1	i	35
CCCCCOc1cccc(C2C(C(=O)c3cccs3)=C(O)C(=O)N2CCN2CCOCC2)c1 (stereo unspecified)	i	22
Cc1cc(C)c(NC(=O)CSc2cccc[n+]2[O-])c(C)c1	i	22
COc1ccc(C)cc1S(=O)(=O)n1c([N+](=O)[O-])cnc1C	i	40
COc1c2ccoc2cc2oc(=O)ccc12	i	17
CC1CN(C(=O)c2cc(S(=O)(=O)N3CCN(c4ccccc4)CC3)ccc2Cl)CC(C)O1 (stereo unspecified)	i	30
Cc1noc(C)c1COc1ccccc1C(=O)N(C)Cc1ccc(C(C)(C)C)cc1	i	44
CC(C)NC(=O)N(C)C[C@H]1Oc2ccc(NS(=O)(=O)c3cccs3)cc2C(=O)N([C@H](C)CO)C[C@@H]1C	i	7
Nc1nc2nc[nH]c2c(=O)[nH]1	i	64
COCCN1C=C2C(=O)C(C)(OC(=O)CCC(=O)OC)C(=O)C(Br)=C2C=C1c1ccc(OC)cc1 (stereo unspecified)	i	20
O=C(O)Cn1cnc2c(OCc3ccccc3)ncnc21	i	16
O=C(NCC1COc2ccccc2O1)c1cccc(S(=O)(=O)NCc2ccccc2)c1 (stereo unspecified)	i	62
CCCCc1nnc(NC(=O)c2ccc(N3CCCC3=O)cc2)s1	i	44
COc1cccc(CC(=O)OCC(=O)c2cc(OC)ccc2OC)c1	i	32

One compound at a time, as listed above:
COc1c2ccoc2cc2oc(=O)ccc12 is listed as T cell HTS = i; T cell HTS vesicle-bound % = 17
CN(CC(=O)Nc1ccccc1C(F)(F)F)C(=O)CCc1nc2ccccc2c(=O)[nH]1 is listed as T cell HTS = i; T cell HTS vesicle-bound % = 35

Returning to the listing, starting 2 compounds before the break.
SMILES	T cell HTS	T cell HTS vesicle-bound %
CCCCc1nnc(NC(=O)c2ccc(N3CCCC3=O)cc2)s1	i	44
COc1cccc(CC(=O)OCC(=O)c2cc(OC)ccc2OC)c1	i	32
COc1cccc2c1C(=O)c1c(O)c3c(c(O)c1C2=O)C[C@@](O)(C(=O)CO)C[C@@H]3O[C@H]1C[C@H](N)[C@@H](O)[C@H](C)O1	i	65
Cc1ccc(S(=O)(=O)N2CCC(C(=O)OC(C)C(=O)NC3CCCCC3C)CC2)cc1C (stereo unspecified)	i	35
O=C(NCCN1CCN(C(=O)c2cccc(OC(F)F)c2)CC1)c1cccc(OC(F)F)c1	i	35
NS(=O)(=O)c1ccc(N2CCOCC2)c(C(=O)NCc2cccs2)c1	i	33
Cc1ccc(C(=O)N(C)Cc2nc3ccccc3c(=O)[nH]2)cc1NC(=O)c1ccco1	i	13
COCc1cccc(C2=CC(=O)C[C@H](c3ccc(F)cc3)C2)c1	i	37
CN(C(=O)COC(=O)c1cccc(Cl)c1)C1CCS(=O)(=O)C1 (stereo unspecified)	i	40
COc1ccccc1CNC(=O)c1cc(-c2ccccc2)n(Cc2cc(C)no2)n1	i	27
CC(=O)c1c(C)[nH]c(C(=O)OCc2nc3ccsc3c(=O)[nH]2)c1C	i	51
COc1ccc(C(=O)OC(C)C(=O)NC2CCCc3ccccc32)cc1OC (stereo unspecified)	i	30
CCc1noc(C)c1C(=O)OC(C)C(=O)Nc1ccc(Cl)cn1 (stereo unspecified)	i	34
CC(C)(C)c1ccc(OCC(=O)N2CCN(c3ccccn3)CC2)cc1	i	34
CCCCn1c(N)c(N(CC(C)C)C(=O)CC2CCCCC2)c(=O)[nH]c1=O	i	39
CCC(=NNC(=O)c1cccc(S(=O)(=O)N2CCOCC2)c1)c1ccccc1	i	46
O=S1(=O)CCOC[C@H](Cc2ccccc2)N1Cc1ccccc1	i	36
COc1ccccc1-n1ccnc(SCC(=O)NCc2ccccc2)c1=O	i	37
O=C(Nc1cccc(S(=O)(=O)Nc2ccc(SC(F)F)cc2)c1)C1CCC1	i	36
Cc1nc(SCc2nc3c(O)cccc3[nH]2)c2oc3ccccc3c2n1	i	11
CCN(c1ccccc1)S(=O)(=O)c1ccc(C(=O)Nc2ccccn2)cc1	i	10
COc1ccc(C(=O)c2c3ccc(OC)cc3[n+]([O-])n2CCCC(N)=O)cc1	i	41
Cc1noc(C)c1S(=O)(=O)Nc1ccc2c(c1)C(=O)N([C@H](C)CO)C[C@H](C)[C@@H](CN(C)S(=O)(=O)c1ccccc1)O2	i	16
COc1ccc2c(CC(=O)NNC(=O)c3ccc(O)cc3)coc2c1	i	40
Cc1ccc(C(=O)Nc2ccc(N3CCCCC3)cc2)cc1	i	19
Cc1ccc(OCCNC(=O)c2cccc(S(=O)(=O)N3CCN(C)CC3)c2)cc1	i	43
O=C(c1cc(Cl)nc2ccccc12)N(Cc1nnc(-c2ccc(Cl)cc2)o1)C1CC1	i	58
SMILES	T cell HTS	T cell HTS vesicle-bound %
COC(=O)[C@@H]1C[C@@]2(Br)c3ccccc3N(S(=O)(=O)c3ccccc3)[C@H]2N1C(=O)OC	i	55
Cc1ccc(NC(=O)CN(C)C(=O)COC(=O)c2oc3ccccc3c2C)cc1	i	40
CC(C)(C)OC(=O)N1CCC(NC(=O)c2ncn(Cc3ccccc3)c2C(=O)NC2CCN(C(=O)OC(C)(C)C)CC2)CC1	i	48
CCSc1ccc([C@@H]2[C@@H]3C(=O)N(CC)C(=O)[C@@H]3[C@]3(C(=O)OC)CCCN23)cc1	i	19
O=C(NCCc1nc(-c2ccccc2Cl)no1)c1ccccc1	i	42
Cc1ccc2nc(SCC(=O)Nc3ccccc3F)nc(=O)n2c1	i	28
COc1ccc2sc(N(CCCN(C)C)C(=O)c3ccc(S(=O)(=O)N(C)Cc4ccccc4)cc3)nc2c1	i	50
O=C(NCc1ccccc1Br)c1cccc2c1C(=O)c1ccc(N3CCOCC3)cc1S2(=O)=O	i	26
CC(C)(C)[C@H]1C=C(C(=O)O)O[C@@H](OCCCCO)C1	i	26
O=C(NCC1CCCN1S(=O)(=O)c1cccs1)C(=O)Nc1ccc(F)cc1 (stereo unspecified)	i	27
COc1cc2c(cc1OC)C(C)N(CCc1ccc(Cl)cc1)CC2 (stereo unspecified)	i	42
COC(=O)c1ccc(CNC(=O)CNC(=O)c2sc3ccccc3c2Cl)cc1	i	10
